Bioassay records (PubChem)
C2C12 statin = suppressors of statin myotoxicity in C2C12 myotubes, primary screen, cell-based, single point, plate reader. AID 602340, 2012. rescue of ATP level, % at 7.49 µM. C2C12 myotubes + simvastatin, ATP luminescence, 48 h; scaled: DMSO 0, geranylgeraniol control 100. actives 0.78% (n = 330,000);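 active = mean ATP rescue above about 67%, or every replicate alone reaching that limit, limit read from the data, passing the limit was not always enough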;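 also: myotubes were challenged with 10 µM simvastatin during compound exposure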
Cneo AK release = Cryptococcus neoformans cell lysis inducers, primary screen, AK release luminescence, single concentration; C. neoformans lysis, adenylate kinase release luminescence, 4 h; normalised: neutral wells 0, clomiphene wells 100; lysis activity, % at 15 µM; actives 0.2% (n = 360,000);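 active = mean lysis activity across replicates of at least 80%, whatever share of replicates individually reach that level; inactive = mean lysis activity below 80%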
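Assay system: log-phase C. neoformans yeast / Quantity: yeast cell density of 5 × 10^6 cells/mL / Medium: fresh YPD growth medium / Compound: single dose / Timing: static 4 h at 37 °C with compound, 1 h detection / Measured by: adenylate kinase release luminescence / Read-out: lysis from increased AK signal / Benchmarks: Clomiphene as positive lysis control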
PGC1a acetyl inh = inhibitors of PGC1a acetylation signal, primary screen, cell-based, U2OS, AlphaScreen, inhibitor mode | actives 0.17% (n = 350,000) | inhibition, % at 15.6 µM | AID 651687, 2012 | AlphaScreen anti-acetyl-lysine; with virally co-expressed GCN5 acetyltransferase;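 active = every replicate shows inhibition of at least 40%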;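 also: 0% = neutral control wells and 100% = positive control wells; some results beyond the cut were filed as inactive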
* marks the source's active call; other numbers are inactive results. A portion of the library; rates above refer to the full screens.

Start of the listing, in advance, 2 compounds:
1	C=CCN1C(=O)C(O)(CC(=O)c2ccc(-n3cccc3)cc2)c2ccccc21 (centres undefined)
2	S=C(Nc1ccccc1)Nc1nc2ccccc2n1CCOc1ccccc1

Compound,1,2
C2C12 statin,25,-26
Cneo AK release,-2,2
PGC1a acetyl inh,5,-18

Results, previewed entries included:
1	C=CCN1C(=O)C(O)(CC(=O)c2ccc(-n3cccc3)cc2)c2ccccc21 (centres undefined)
2	S=C(Nc1ccccc1)Nc1nc2ccccc2n1CCOc1ccccc1
3	CC(C)Cn1c(-c2cccs2)nc2ccccc21
4	CCN1C2=NCCCN2c2ccccc21
5	COc1cc2nc(C3CC3)n(NC(=O)c3ccc(Cl)cc3)c(=O)c2cc1OC
6	O=C(NCCO)C1(c2ccc(Cl)cc2)CCCC1

Compound,1,2,3,4,5,6
C2C12 statin,25,-26,-14,-15,-2,12
Cneo AK release,-2,2,24,0,0,0
PGC1a acetyl inh,5,-18,2,-13,3,-20

7	Cc1ccc(Nc2nc(N)nc(CSc3nc4ccccc4s3)n2)cc1
8	Cc1onc(-c2ccccc2)c1C(=O)Nc1cccc(OC(C)C)c1
9	Cc1ccc(S(=O)(=O)NCCC(=O)Nc2nnc(C3CC3)s2)cc1C
10	Cc1ccc2cc(CCNC(=O)c3ccco3)c(=O)[nH]c2c1
11	Fc1ccc(C2C3=C(Nc4ncnn42)c2ccccc2OC3c2ccncc2)cc1 (centres undefined)
12	S=C(Nc1ccccc1)N1CCN(C2CCCCC2)CC1

Compound,7,8,9,10,11,12
C2C12 statin,-22,12,23,4,-19,9
Cneo AK release,11,0,-2,-5,1,1
PGC1a acetyl inh,-6,-14,-1,-1,1,7

13	O=C(Cn1nc(-c2ccc(N3CCOCC3)c([N+](=O)[O-])c2)c2ccccc2c1=O)N1CCCCC1
14	CCC(C)(C(=O)NC1CCCC1)N(Cc1cccs1)C(C)=O (centres undefined)
15	CCOc1ccccc1C(=O)NC1CC2CCCC(C1)N2Cc1nnnn1Cc1ccco1 (centres undefined)
16	O=C(c1ccc(Cl)cc1)N1CCCCC(Sc2nnc(-c3ccc4c(c3)OCO4)o2)C1=O (centres undefined)
17	Cc1cc(C)cc(NS(=O)(=O)c2ccc(NC(=S)NC(=O)c3ccc(Br)o3)cc2)c1
18	CCc1nn(-c2cc(Oc3ccccc3)nc(-c3ccccc3)n2)c(N)c1C#N

Compound,13,14,15,16,17,18
C2C12 statin,12,-8,-5,0,8,1
Cneo AK release,0,8,2,-5,1,6
PGC1a acetyl inh,22,-3,-10,-8,-9,4

19	COc1cc(/C=C2\C(=O)ON=C2c2ccccc2)cc(OC)c1OC
20	COc1ccc(C(=O)Nc2cccnc2)cc1
21	COc1ccc(-c2nc(CSCC(=O)NC3CCCc4ccccc43)c(C)o2)cc1 (centres undefined)
22	N#Cc1nc(Cc2ccccc2)oc1NCc1cccnc1
23	CNC(=O)c1sccc1-n1cccc1
24	Cc1cc2cc3c(N)[nH]nc3nc2cc1C

Compound,19,20,21,22,23,24
C2C12 statin,6,-4,18,11,-7,-3
Cneo AK release,-2,0,-1,0,0,0
PGC1a acetyl inh,5,3,-11,-6,-9,3

25	C/C(N)=C(\C#N)C(=O)NCCc1ccccn1
26	Cc1ccc(NC(=O)CCc2ccc(S(=O)(=O)NC3CCCCC3)cc2)cc1
27	CCn1c(SCc2cccc(C(F)(F)F)c2)nnc1-c1ccco1
28	N#Cc1c2n(c(=O)[nH]c1=O)CCCCC2
29	Cc1ccc(C(=O)c2oc3nc(C)cc(C)c3c2N)cc1
30	CC1(C)CC(=O)NC=C(c2ccccc2)C1

Compound,25,26,27,28,29,30
C2C12 statin,2,17,0,-11,-19,-19
Cneo AK release,1,0,-8,-2,-3,1
PGC1a acetyl inh,-1,-24,8,-1,-1,-41

31	COc1ccc(OC)c(-n2c(-c3ccccc3)n[nH]c2=S)c1
32	COc1cccc(C(=O)CN2C(=O)C(C)(C)Oc3ccc(C(=O)N4CCCCCC4)cc32)c1
33	CCn1c(SCC(=O)NCc2cccs2)nnc1-c1ccco1
34	CCOC(=O)C1(c2csc(N)n2)COC(=O)C1 (centres undefined)
35	Nc1nc(CSc2nc3ccccc3[nH]2)cs1
36	CCCOc1ccc(N2C(=O)CC(N3CCCC(C(=O)N4CCCC4)C3)C2=O)cc1 (centres undefined)

Compound,31,32,33,34,35,36
C2C12 statin,25,-14,105*,10,3,9
Cneo AK release,8,7,5,0,-1,-3
PGC1a acetyl inh,-10,-9,6,-4,7,-1

37	COc1cc2[nH]c(=O)n(Cc3ccc(C(=O)NC4CCCC4)cc3)c(=O)c2cc1OC
38	O=C1C=C(O)CC(c2ccco2)C1 (centres undefined)
39	Cc1ccc(S(=O)(=O)C(C#N)c2nc3ccccc3nc2N2CCC(C)CC2)cc1 (centres undefined)
40	CCOCCCn1c(=S)[nH]c2cc(C(=O)N3CCC(C(N)=O)CC3)ccc2c1=O
41	Fc1ccc(OCc2nnc(SCCN3CCOCC3)o2)cc1
42	O=C(O)c1cccc(N2C(=O)C3CC=CCC3C2=O)c1 (centres undefined)

Compound,37,38,39,40,41,42
C2C12 statin,-9,-11,-30,4,-3,2
Cneo AK release,2,2,-2,2,1,0
PGC1a acetyl inh,-3,-7,11,-5,-7,5

43	CCOC(=O)C1CCN(CC(O)COc2ccc(C(C)=O)cc2)CC1 (centres undefined)
44	CCn1c(=N)n(CCO)c2ccccc21
45	CCC(c1nnc(SCC(=O)NCC2CCCO2)n1Cc1ccccc1)N(C)C (centres undefined)
46	CCN(CC)C(=O)COc1ccc(Br)cc1Cl
47	N#CC1=C(Nc2ccccc2)SC=C(c2ccc(Br)cc2)N=C1N1CCOCC1
48	O=c1c2c3nc4ccccc4nc3n(-c3ccc4c(c3)OCCO4)c2ncn1C1CCCC1

Compound,43,44,45,46,47,48
C2C12 statin,8,12,18,4,8,0
Cneo AK release,3,3,-4,3,-1,3
PGC1a acetyl inh,-6,40,-6,7,-14,5

49	COc1cccc(-c2nc(-c3ccc4c(c3)-c3ccccc3S4(=O)=O)c(-c3ccccc3)[nH]2)c1OC
50	COc1cc(/C=C(/C(=O)c2cccs2)c2nc3ccccc3[nH]2)ccc1O
51	COC(=O)C(NC(=O)c1ccccc1Cl)(Nc1ncc(S(=O)(=O)c2ccc([N+](=O)[O-])cc2)s1)C(F)(F)F (centres undefined)
52	COc1ccc(CC(=O)Nc2ccc3c(c2)OCO3)cc1S(=O)(=O)N1CCOCC1
53	O=C(CC1Oc2ccccc2NC1=O)NCCCN1CCN(Cc2ccccc2)CC1 (centres undefined)
54	CCCCCCCCc1nc(=S)[nH][nH]1

Compound,49,50,51,52,53,54
C2C12 statin,-1,7,-50,-6,11,-22
Cneo AK release,-2,-8,-3,-2,-2,-1
PGC1a acetyl inh,-9,-11,-9,-12,-7,9

55	CCc1ccc(N2C(=O)CC(N3CCC(C(=O)OC)CC3)C2=O)cc1 (centres undefined)
56	CCOC(=O)c1[nH]nc(C(=O)c2ccc(Br)cc2)c1O
57	O=C(NCCc1c[nH]c2ccccc12)C1Cc2ccccc2CN1C(=O)c1ccco1 (centres undefined)
58	N/C(=N\OC(=O)c1cccc2ccccc12)c1cccc([N+](=O)[O-])c1
59	CN(Cc1c(C(=O)N/N=C/c2cccc(O)c2)nnn1-c1nonc1N)c1ccccc1
60	CCc1nnc(NC(=O)c2sc3nc4cc(C)ccc4cc3c2N)s1

Compound,55,56,57,58,59,60
C2C12 statin,4,-2,8,15,-2,-1
Cneo AK release,-2,-1,0,-2,-5,0
PGC1a acetyl inh,-3,-5,3,12,-2,-11

61	O=C(NCCN1CCOCC1)C1CC(=O)N(c2ccc(F)c(Cl)c2)C1 (centres undefined)
62	C=CCn1cnc2c(c1=O)c1nc3ccccc3nc1n2/N=C/c1cc(OC)c(OC)c(OC)c1
63	Cn1nc(C(=O)N2CCN(c3ccc([N+](=O)[O-])cc3)CC2)c2c1-c1ccccc1S(=O)(=O)C2
64	Cn1c(C(=O)OC(C(=O)NC2CCCC2)c2ccncc2)cc2sccc21 (centres undefined)
65	Cc1cccc(/C=N/NC(=O)c2cc3c(s2)-c2ccccc2CC3)c1
66	COc1ccc2c(c1)N(C(=O)CSc1n[nH]c(C)n1)C(C)(C)C=C2C

Compound,61,62,63,64,65,66
C2C12 statin,14,-11,-1,3,-10,7
Cneo AK release,1,1,1,-2,-2,-1
PGC1a acetyl inh,-5,-7,24,0,5,6

67	CCOC(=O)c1c(C2COc3ccccc3O2)csc1NC(=O)c1ccco1 (centres undefined)
68	O=C(CS(=O)(=O)c1ccccc1)N1CCCCCC1
69	Cc1cc(=O)c2n(Cc3ccccc3Cl)nc[n+]2[nH]1
70	Cc1ccc(C)c(NC2=CC(=O)CC(C)(C)C2)c1C#N
71	CC1=C(C(=O)Nc2ccc(C)cc2)C(c2ccc(C)o2)C2=C(CC(C)(C)CC2=O)N1 (centres undefined)
72	O=C(NCc1ccco1)C1CCN(S(=O)(=O)c2ccc(-n3cnnn3)cc2)CC1

Compound,67,68,69,70,71,72
C2C12 statin,-9,7,25,1,-9,-4
Cneo AK release,1,-3,0,0,-3,1
PGC1a acetyl inh,-74,-5,9,-4,-8,12

73	COc1ccc(C(CC(=O)O)NC(=O)OC(C)(C)C)cc1 (centres undefined)
74	Cc1nn(-c2ccccc2)c(C)c1/C=N\NS(=O)(=O)c1ccc(Cl)cc1
75	NC(=O)CSc1c[nH]c2ccccc12
76	O=c1cc(CNC2CCCCC2)c2ccccc2[nH]1
77	C/C(CC(O)(/C=N/O)c1ccccc1)=N\O (centres undefined)
78	COc1ccc(S(=O)(=O)N2CCN(c3ccccc3OC)CC2)cc1OC

Compound,73,74,75,76,77,78
C2C12 statin,-4,6,16,-3,6,1
Cneo AK release,1,7,2,-3,2,0
PGC1a acetyl inh,0,11,3,-7,-5,-3

79	CCOC(=O)c1c(NC(=O)Cc2cccs2)sc(C(=O)N2CCCCC2)c1C
80	O=S(=O)(Nc1ccc(-n2cccc2)cc1)c1ccc(Cl)cc1Cl
81	CC(NC(=O)Cn1cnc([N+](=O)[O-])n1)c1ccccc1 (centres undefined)
82	CCc1nnc(NC(=O)CSc2nnc(C3CCCCC3)n2-c2cccc(Cl)c2)s1
83	O=C1CCCc2c1cc(C(=O)NC1CCSC1=O)c(=O)n2-c1ccccc1 (centres undefined)
84	CCOc1ccc(C(=O)O)cc1OC

Compound,79,80,81,82,83,84
C2C12 statin,-8,11,24,36,-1,-1
Cneo AK release,-2,0,-1,-6,1,1
PGC1a acetyl inh,-15,1,-11,-1,2,8

85	O=C(COc1ccccc1F)NC1CCN(Cc2ccccc2)CC1
86	COC(=O)c1[nH]c2ccc(F)cc2c1NC(=O)CCN1CCN(Cc2ccc3c(c2)OCO3)CC1
87	COC(=O)c1cccc(N2C(=O)C(Cl)=C(N3CCOCC3)C2=O)c1
88	COc1ccc(/C=N/c2nc3ccccc3n2C)cc1OC
89	O=C(CN(c1ccccc1)S(=O)(=O)c1ccc(F)cc1)N1CCCCCC1
90	COC(=O)c1cc(Br)c(=O)n(Cc2ccc3c(c2)OCO3)c1

Compound,85,86,87,88,89,90
C2C12 statin,-8,-3,-2,11,11,-2
Cneo AK release,-1,0,0,0,-1,-3
PGC1a acetyl inh,2,-8,1,7,-37,1

91	COc1ccc(NC(=O)CSc2ccccc2)c(OC)c1
92	COC(=O)Nc1nnc(Cc2ccc(OC)cc2)s1
93	COc1ccc(-c2csc(NC(=O)Cn3nc(C)cc3C)n2)cc1
94	CCc1cc(OCCN2C(=O)NC(C)(C)C2=O)ccc1Cl

Compound,91,92,93,94
C2C12 statin,-12,6,18,-10
Cneo AK release,1,-4,0,0
PGC1a acetyl inh,-3,-6,-22,-7

3 of the compounds above, with values under each structure.
Second line of a record: C2C12 statin	Cneo AK release	PGC1a acetyl inh
#92 COC(=O)Nc1nnc(Cc2ccc(OC)cc2)s1
  6	-4	-6
#93 COc1ccc(-c2csc(NC(=O)Cn3nc(C)cc3C)n2)cc1
  18	0	-22
#94 CCc1cc(OCCN2C(=O)NC(C)(C)C2=O)ccc1Cl
  -10	0	-7
